# GRP78 ERSR act: qHTS for Inducers of the Endoplasmic Reticulum Stress Response (ERSR) in Human Glioma: qHTS | U87-MG GRP78 promoter luciferase reporter, 16 h | Potency, µM, for inactives: top-dose activation, actives largely listed as activators | 420,000 compounds, 0.02% hits | AID 602332, 2012; also: potency is read from the fitted curve at half-maximal effect; series mostly up to about 76 µM; % of control where 0% means no effect; nearly all actives have a fitted effect of over 35% in size
#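 Stably transfected U87-MG human glioma cells carrying a GRP78-based luminescent sensor were seeded at 1000 cells/well, pin-dosed with compounds and incubated 16 h. Luciferase reagent was then added, and end-point luminescence was read after 10 min at room temperature.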
# Vif-APOBEC3G blk: qHTS for Inhibitors of Vif-A3G Interactions: qHTS; DNA dC->dU-editing enzyme APOBEC-3G (Homo sapiens), Q9HC16; HeLa A3G-eYFP + Vif (tagged APOBEC3G with the HIV-1 protein that degrades it), YFP fluorescence, overnight; Potency, µM (series often up to 46.1 µM), without a hit: at the top dose activity, negative = active, actives largely listed as inhibitors; 410,000 compounds, 0.076% hits; AID 602310, 2012;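 also: potency is read from the fitted curve at half-maximal effect; % is scaled to controls: 0 for no effect and ±100 for the full control effect; nearly all actives have a fitted effect of over 60% in size; hits raise eYFP signal because A3G escapes Vif-driven loss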
#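 HeLa cells stably expressing Vif and C-terminally eYFP-tagged A3G, seeded overnight at 37 deg C, then exposed to compound by pintool overnight at 37 deg C. Rise in yellow fluorescence (Ex 488/Em 500-530, Acumen) marks blocked Vif-driven A3G degradation.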
# D2 agonist: HTS Assay for Allosteric Agonists of the Human D2 Dopamine Receptor: Primary Screen for Agonists; 340,000 compounds, 0.53% hits; AID 485358, 2010; activation, % at 2 µM; HEK293 T-REx D2 cells, calcium flux agonist mode; D(2) dopamine receptor (Homo sapiens), P14416;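 active = activation over 3 SD above normal in the single-dose calcium agonist read, cut at about 30% in these data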; also: 0% is about no effect
# Target sequence (P14416 whole entry, looked up): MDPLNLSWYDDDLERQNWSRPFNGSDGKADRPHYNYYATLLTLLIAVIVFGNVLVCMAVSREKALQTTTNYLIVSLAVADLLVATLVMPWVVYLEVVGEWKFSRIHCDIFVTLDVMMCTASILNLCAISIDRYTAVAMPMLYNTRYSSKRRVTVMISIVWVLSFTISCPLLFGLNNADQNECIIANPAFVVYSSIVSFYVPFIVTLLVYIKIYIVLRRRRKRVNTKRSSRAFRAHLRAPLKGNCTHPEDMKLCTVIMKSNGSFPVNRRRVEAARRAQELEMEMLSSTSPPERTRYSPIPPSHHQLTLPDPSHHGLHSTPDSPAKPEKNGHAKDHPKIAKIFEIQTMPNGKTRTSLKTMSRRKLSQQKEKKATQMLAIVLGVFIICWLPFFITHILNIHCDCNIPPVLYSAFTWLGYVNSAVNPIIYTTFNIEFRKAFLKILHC
#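 Calcium-flux readout, 1 cycle/sec over 180 s following compound pin transfer, in inducible HEK293 Trex D2 cells (force-coupled); dopamine controls included. Positive calcium responses during this window marked compounds as potential agonists.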
# 12-LOX inh: Primary qHTS assay for inhibitors of human arachidonate 12S-lipoxygenase (ALOX12): Round 2. Polyunsaturated fatty acid lipoxygenase ALOX12 (Homo sapiens), P18054. purified 12hLO, xylenol orange hydroperoxide absorbance. Potency, µM (top dose mostly 108 µM), inactives show at the highest dose activity change, negative = inhibition, most hits filed as inhibitors. 580,000 compounds, 1.1% hits; also: potency is read from the fitted curve at half-maximal effect; % is scaled to controls: 0 for no effect and ±100 for the full control effect
#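 Purified human 12hLO at 150 nM in 25 mM Hepes, 0.01% Triton X-100, pH 7.0, preincubated 15 min at room temperature with compound. Reaction started with 40 uM arachidonic acid, 30 min at room temperature. Hydroperoxide measured by Fe-xylenol orange, 573/405 nm absorbance ratio.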
# Vif-A3F inh: qHTS for Inhibitors of Vif-A3F Interactions: qHTS. HeLa A3F-eYFP + Vif (tagged APOBEC3F with the HIV-1 protein that degrades it), YFP fluorescence increase. Potency, µM (top dose mostly 46.1 µM), for the others: at the top dose activity, negative = active. 390,000 compounds, 0.2% hits. AID 602313, 2012; also: potency is read from the fitted curve at half-maximal effect; % of control where 0% means no effect; nearly all actives have a fitted effect of over 65% in size
#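 HeLa cells stably expressing A3F-eYFP plus Vif, plated and incubated overnight at 37 deg C, then exposed to compounds overnight at 37 deg C. Blocked degradation read as raised yellow fluorescence (Ex 488/Em 500-530).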
# RGS4 inhibitor: Inhibitors of Regulator of G Protein Signaling (RGS) 4: qHTS; 390,000 compounds, 0.039% hits; Transcreener GDP fluorescence polarization, RGS4-accelerated GTP hydrolysis; Potency, µM (highest dose often 114 µM), for the others: at the highest dose activity change, negative = inhibition, usual class: inhibitors; Regulator of G-protein signaling 4 (Homo sapiens), P49798; also: potency is read from the fitted curve at half-maximal effect; % is scaled to controls: 0 for no effect and ±100 for the full control effect; nearly all actives have a fitted effect of over 75% in size; some results filed as inactive show a strong effect at the top dose
#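 MLSMR compounds (23 nl, pin-transferred) preincubated 10 min at room temperature with a 500nM (2x) first reagent, then RGS4 at 900nM (2x) plus Transcreener GDP mix added; fluorescence polarization (620/688 nm) read before and after 90 min at 30 °C.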
# LDHA inh: qHTS assay for inhibitors of human lactate dehydrogenase. L-lactate dehydrogenase A chain (Homo sapiens), P00338. purified LDHA, NADH/diaphorase-resazurin fluorescence; stronger effect = lower value. 480,000 compounds, 0.15% hits. activity change, % (values are at about 110 or 230 µM). AID 1347041, 2019; in the data active = activity change below about -30%; inconclusive = mostly about -25% to -30%;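 also: plate controls were DMSO wells for no effect and wells without enzyme for full effect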
#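 LDH5 2 nM; NADH 0.06 mM, pyruvate 0.2 mM; 200 mM Tris pH 7.4, EDTA, Tween-20; 5 min RT. Detection: diaphorase 0.133 mg/mL + resazurin 37 µM, fluorescence ex540/em590 at 0 and 20 min; normalized to enzyme-free and DMSO wells.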
# D2 antagonist: HTS Assay for Allosteric Antagonists of the Human D2 Dopamine Receptor: Primary Screen for Antagonists. HEK293 TREx D2 cells, calcium flux, dopamine EC80. inhibition, % at 10 µM. 340,000 compounds, 2% hits. AID 485344, 2010. D(2) dopamine receptor (Homo sapiens), P14416; in the data active = inhibition above about 30%; also: 0% is about no effect
#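 Inhibition of EC80 dopamine-driven calcium flux, recorded kinetically, defines activity here; cells are a tetracycline-induced HEK293 T-REx line expressing force-coupled D2.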
# ERG-DNA inh: qHTS for Small Molecule Inhibitors of the ERG Ets/DNA interaction | Transcriptional regulator ERG (Homo sapiens), P11308 | fluorescence polarization, His-ERG Ets domain / labelled DNA | Potency, µM (highest dose often 76.9 µM), inactives show top-dose FP activity, negative = inhibition, hits mostly inhibitors | 370,000 compounds, 0.028% hits; active = well fitted inhibition curve with a large enough effect in the polarisation, with a control signal flat; inconclusive = small, poorly fitted or top-dose-only effect, or effect the other way, or a change in a side signal; inactive = no such curve, though single readings can be large or run the other way; the % refers to the polarisation;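 also: polarization taken with two DNA probes labelled with fluorescein and Texas red; potency is read from the fitted curve at half-maximal effect; % of control where 0% means no effect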
# Target sequence (P11308 whole entry, looked up, the tested form may be a part): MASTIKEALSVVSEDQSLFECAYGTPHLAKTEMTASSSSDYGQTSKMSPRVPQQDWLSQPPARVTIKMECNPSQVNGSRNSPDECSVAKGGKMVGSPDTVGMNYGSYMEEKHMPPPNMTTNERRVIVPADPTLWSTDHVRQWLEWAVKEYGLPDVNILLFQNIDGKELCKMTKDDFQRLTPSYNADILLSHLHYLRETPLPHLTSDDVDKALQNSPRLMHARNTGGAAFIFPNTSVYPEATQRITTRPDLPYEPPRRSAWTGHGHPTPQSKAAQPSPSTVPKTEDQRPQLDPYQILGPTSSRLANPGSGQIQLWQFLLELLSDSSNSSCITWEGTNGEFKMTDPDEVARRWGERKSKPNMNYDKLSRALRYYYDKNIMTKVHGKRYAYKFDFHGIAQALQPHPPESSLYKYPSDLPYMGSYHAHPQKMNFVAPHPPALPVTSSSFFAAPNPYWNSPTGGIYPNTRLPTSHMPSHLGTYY
#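 His-tagged ERG Ets domain (1 uM in the protein solution; 300mM KCl, 50mM Tris-HCl, 1mM EDTA, 1mM DTT, pH 7.5) received compound, then a probe mix of 5 nM fluorescein-DNA and 100nM Texas-615-DNA. Fluorescence polarization was read for both dyes.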
# Numbers without * were called inactive; ? = inconclusive; · = not tested or not shown; & = joins results of further samples; [ ] = another dose, or the depositor's remark. Unless noted, calls follow the shape of the dose curve; as a rule, active = well fitted curve in the direction sought with a large enough effect; inconclusive = small, poorly fitted or top-dose-only effect, or another doubt; inactive = no such curve, though single readings can be large; an effect the other way counts as inactive or inconclusive. Not all compounds are listed; rates above refer to the full screens.
# Values in the order – D2 agonist	D2 antagonist	Vif-APOBEC3G blk	Vif-A3F inh	ERG-DNA inh	RGS4 inhibitor	GRP78 ERSR act	LDHA inh	12-LOX inh
CCNC(=O)COc1ccc(/C=C2\COc3ccccc3C2=O)cc1OC
→ -2.2	23	?	-6%	7%	?	?	-6	-23%
Cc1cc(C)cc(OCC(=O)OCC(=O)Nc2cc(S(=O)(=O)N3CCOCC3)ccc2C)c1
→ ·	·	-4%	0%	5%	-12%	-1%	-1	252%[activator]
CCc1ccccc1Nc1nn2c(=O)c3ccc(C(=O)NCc4ccc(C)cc4)cc3nc2s1
→ 0.0	·	-8%	-7%	2%	14%	-3%	3	-7%
COCCn1c(-c2ccc(NC(C)=O)cc2)nc2c1c(=O)[nH]c(=O)n2CC(C)C
→ 0.4	31*	-2%	-4%	8%	12%	-4%	-4	-9%
COc1ccc(Br)cc1/C=C/c1ccc2cccc(O)c2n1
→ 1.0	1	3%	-10%	-6%	10%	-9%	-5	-1%
COC(=O)[C@@H]1Cc2c([nH]c3ccccc23)C2CCC(=O)N21 (some centres undefined)
→ 0.0	9	0%	1%	12%	-19%	-1%	-2	?
CCOC(=O)C[C@H]1c2ccc(C(F)(F)F)cc2S(=O)(=O)N1c1ccccc1
→ ·	·	-10%&-4%	-22%	9%	0%	-3%&-2%	9	-17%
Cc1ccc(C)c(CSCc2nc3ccccc3[nH]2)c1
→ ·	·	-4%	-3%	-4%	20%	0%	-9	65%[activator]
Cc1cccc(OCC(=O)N/N=C/c2ccc3c(c2)OCO3)c1
→ 0.1	-3	0%	-5%	-8%	-2%	7%	-1	11%
O=C(CCc1nnc(-c2ccc3c(c2)OCO3)o1)NC(c1cccnc1)C(F)(F)F (centres undefined)
→ 0.3	-3	5%	5%	4%	9%	-2%	-4	167%[activator]
NS(=O)(=O)c1ccc(NCc2cnc3ccccc3c2)cc1
→ ·	·	-4%	2%	·	·	-3%	-1	-11%
COc1ccccc1-c1nn(-c2ccccc2)cc1C(=O)NC1CC1
→ 0.2	9	-5%	0%	-4%	24%	-1%	-8	8%
Cc1nc(SCC(=O)Nc2nc3ccccc3s2)c(C#N)c(C)c1C
→ -1.2	-1	-6%	-2%	2%	-37%	-14%	-5	-8%
CCCCNC(=O)CCC1N=C2c3ccccc3N=C(SCC(=O)NCCc3ccc(OC)c(OC)c3)N2C1=O (centres undefined)
→ 0.3	·	-3%	-6%	9%	12%	-1%	-6	-16%
O=C1CCCCN1CC(=O)N1CCCC(N2CCN(c3ccccc3F)CC2)C1 (centres undefined)
→ -0.3	-11	3%	3%	-3%	-32%	-2%	-3	-4%
N#CC1=CC2CN(Cc3ccccc3)C1C1C(=O)N(c3ccccc3)C(=O)C21 (centres undefined)
→ ·	·	1%	6%	·	-6%	-5%	0	?
COc1ccc(OCc2cc(C(=O)NC(C)c3cnn(C)c3)no2)c(Cl)c1 (centres undefined)
→ -0.2	1	-4%	4%	0%	-19%	4%	2	-3%
Cc1ccc(S(=O)(=O)NCCN2CCOCC2)s1
→ 0.5	-16	-3%	1%	-4%	-25%	-1%	-3	1%
CCc1cccc(CC)c1NC(=O)Cn1c(-c2ccccc2Cl)nc2ccccc21
→ -0.9	4	-14%	-8%	-7%	31%	3%	4	-34%
COc1ccccc1CNC(=O)COC(=O)c1ccc(C)c(S(=O)(=O)N2CCCCC2)c1
→ 0.4	-1	-12%	1%	8%	-3%	-6%	-4	226%[activator]
O=C(c1[nH]c(C(F)(F)F)nc1-c1ccccc1)N1CCN(c2ccncc2)CC1
→ ·	·	-1%	·	·	·	-5%	-6	?
Cc1ccc(NS(=O)(=O)c2ccc3c(c2)n(C)c(=O)n3C)c(C)c1
→ 0.5	5	-5%&2%	-10%&2%	0%&-2%	16%&-17%	-3%&1%	-6&0	6%&5%
CC(C)c1ccc(NC(=O)CN2C=NS(=O)(=O)c3ccccc32)cc1
→ 1.3	·	2%	1%	-3%	2%	-1%	-3	5%
C=C1C(=O)[C@]23C[C@H]1CCC2[C@]1(C)CCC[C@@](C)(C(=O)O)C1C[C@@H]3O (some centres undefined)
→ ·	·	-23%	·	·	·	-13%	-7	-2%
Cc1ccc(O)c(-c2cc(-c3ccc(F)cc3)no2)c1
→ -0.5	3	1%	-2%	3%	9%	1%	-3	3%
O=C(O)C=C1CCN(c2ncc(C(F)(F)F)cc2Cl)CC1
→ -0.7	13	2%	-5%	0%	-4%[56.9 µM]	0%	-2	9%
O=C(Nc1ccccc1)OCC1COC(c2ccccc2)(c2ccccc2)O1 (centres undefined)
→ ·	·	-4%	-13%	-3%	25%	1%	-3	-10%
COc1cccc2c(=O)c(SC(F)(F)C(F)C(F)(F)F)c(C)[nH]c12 (centres undefined)
→ 1.4	1	-23%	-11%	6%	9%	10%	-3	-37%
O=C(CCCOC(=O)c1cccnc1Cl)c1ccc(Br)cc1
→ ·	·	0%	-5%	3%	2%	-2%	0	?
CC(C)Cn1c(N)c(C(=O)COC(=O)CCNS(=O)(=O)c2ccccc2)c(=O)n(C)c1=O
→ 0.0	-3	2%	5%	6%	-30%	-6%	-3	?
O=S(=O)(c1cccc(F)c1)N1CCN(Cc2ccc3c(c2)OCO3)CC1
→ -0.4	-1	0%	2%	3%	6%	-2%	-3	-18%
O=C(Nc1cccnc1)C12CC3CC(CC(C3)C1)C2
→ -0.2	-7	2%	-17%	-3%	1%	-2%	-6	0%
COc1ccccc1/C=C/CN1CCC(n2nccc2NC(=O)CCc2ccccc2)CC1
→ 0.0	35*	0%	0%	2%	3%	-3%	-1	-14%
O=C(CSc1ccccn1)c1ccc(F)cc1
→ -0.3	-18	-1%	-6%	·	?	2%	-1	-22%
CC(C)C(NC(=O)c1ccccc1)C(=O)OCC(=O)N1CCCCC1 (centres undefined)
→ 1.2	-15	-6%	-2%	0%	8%	0%	-13	-2%
CCn1ncc(C(=O)Nc2cccc(Cl)c2)c1C
→ 2.3	10	0%	4%	-3%	-16%	1%	-3	8%
O=CN(Cc1nc2ccccc2[nH]1)c1ccc(C(=O)O)cc1
→ ·	·	0%	?	-1%	12%	-2%	-7	?
CCCCN(CC)CCCNC(=O)Nc1sc2nc3n(c(=O)c2c1C)CCC(C)CC3 (centres undefined)
→ -0.5	·	2%	-3%	-5%	-3%	0%	-9	-9%
Cc1ccc(NC(=O)C(CC(C)C)NS(=O)(=O)c2ccc3c(c2)oc(=O)n3C)c(C)c1 (centres undefined)
→ -0.1	·	1%	-9%	1%	8%	-4%	-2	-7%
COc1ccccc1-c1ccc(SCC(=O)N2CCOCC2)nn1
→ -0.9	-9	2%	9%	2%	14%	1%	-15	-4%
Cc1ccccc1CCN(C(=O)c1csnn1)C(C(=O)NC1CCCC1)c1ccco1 (centres undefined)
→ -1.0	-23	1%	11%	2%	-31%	-8%	-3	-4%
CCOC(=O)CNC(=O)CSc1nnc(SCC(=O)NCC(=O)OCC)s1
→ 1.0	-10	2%	-1%	-5%	23%	0%	-9	-19%
CCOC(=O)C1=C(C)NC(C)=C(C(=O)OCC)C1C(=O)OCC(=O)NCCc1ccccc1
→ ·	·	0%	9%	-4%	2%	-5%	-8	8%
CC(C)(C)c1ccc(C(=O)NCCn2c(N)c(C#N)c3nc4ccccc4nc32)cc1
→ 0.5	4	-11%	-5%	6%	-7%	6%	-6	-5%
Cc1ccc(C)c(Cn2nnc3c(=O)[nH]c(C4CCCN(C(=O)CC(C)C)C4)nc32)c1 (centres undefined)
→ -1.0	-13	0%	2%	3%	-3%	0%	-3	0%
CCCCC(=O)Nc1ccc(NC(=O)c2ccccc2[N+](=O)[O-])cc1OC
→ -0.5	3	-4%	-23%	-5%	-12%	-5%	-5	-14%
O=C(/C=C/c1ccccc1)NCCC1=CCCCC1
→ -1.9	-13	-3%	-10%	5%	15%	2%	-2	-2%
CC(=O)Nc1ccc(/C=C2\CCc3ccccc3C2=O)cc1
→ -1.1	-22	-11%	?	4%	-44%	-14%	-3	?
COC(=O)c1sc(NC(=O)c2ccco2)c(C#N)c1C
→ 2.2	-11	2%	8%	2%	-12%	-5%	-6	-10%
O=C(NNC(=O)c1ccncc1)Nc1ccccc1
→ 0.1	10	5%	6%	-3%	-7%	-4%	-1	7%
Cc1ccc(NC2CCCN(C(=O)c3nonc3C)C2)cc1C (centres undefined)
→ ·	·	1%	1%	·	·	-2%	0	?

# Assay outcomes (PubChem)
